# Source: PubChem (National Center for Advancing Translational Sciences (NCATS))
# KCNH2 WT inh: qHTS for Inhibitors of KCHN2 3.1: Wildtype qHTS; Voltage-gated inwardly rectifying potassium channel KCNH2 (Homo sapiens), Q12809; U2OS, BacMam KCNH2, thallium flux FluxOr; hits give low values; activity change, % at 1.84 µM; 0.37% of 340,000 active;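 active means maximum activity change below -70%; inconclusive means maximum activity change between -70% and -50%; inactive means maximum activity change above -50%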; further: on the % scale 0 is the no-effect control and ±100 the full control effect
#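 U2OS cells were transduced with wild-type KCNH2 virus (2.03 x 10^8 / mL) for 4 h at room temperature, then cultured overnight at 37 C. Thallium flux was read with FluxOr dye. Rate constants were normalized to DMSO controls.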
# PKM2 activator: qHTS Assay for Activators of Human Muscle isoform 2 Pyruvate Kinase; Potency, µM (titrated, usually from 57.5 µM), inactives show top-dose activation, usual class: activators; Pyruvate kinase PKM (Homo sapiens), P14618; 0.34% of 260,000 active; purified PKM2, Kinase-Glo ATP luminescence, activation; response scale: 0% is enzyme alone, no compound; further: potency means the concentration at half of the fitted maximal effect; on the % scale 0 is the no-effect control and ±100 the full control effect; nearly all actives have a fitted effect of over 55% in size
#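 Purified hPK-M2 (>95% pure) converted ADP (0.1 mM final) to ATP with 0.5 mM PEP in 50 mM imidazole pH7.2, KCl, MgCl2, Tween 20, BSA; 1 h at room temperature. ATP detected by Kinase-Glo luminescence.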
# GALK inhibitor: qHTS Assay for Inhibitors of Human Galactokinase (GALK). Purified GALK, Kinase-Glo residual ATP luminescence. P51570. Potency, µM (highest dose often 57.5 µM), for the others: at the top dose activity change, negative = inhibition, hits mostly inhibitors. 0.007% of 270,000 active; further: potency means the concentration at half of the fitted maximal effect; on the % scale 0 is the no-effect control and ±100 the full control effect
#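 GALK at 5 nM final was combined with compound, 35 uM ATP and 100 uM galactose in HEPES pH8.0 with MgCl2 and DTT. The reaction ran one hour at room temperature before luminescent ATP detection.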
# USP2a block: qHTS Assay for Inhibitors of Ubiquitin-specific Protease USP2a Using CHOP2 as the Reporter; Ubiquitin carboxyl-terminal hydrolase 2 (Homo sapiens), O75604; Potency, µM (doses to about 38.3 µM), for the others: top-dose activity change, negative = inhibition, hits mostly inhibitors; 0.01% of 330,000 active; USP2 core, Ub-CHOP2 coupled fluorogenic reporter, 485/531;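 further: potency means the concentration at half of the fitted maximal effect; plate controls were DMSO wells for no effect and full inhibition by NEM control for full effect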
#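 Cell-free coupled assay: 10nM USP2 core preincubated 30min RT with compound in Tris-HCl pH 8.0/CaCl2/CHAPS buffer, then 25nM Ub-CHOP2 and 25nM reporter substrate; fluorescence (Ex 485/Em 531) read after 60min RT, normalized to NEM inhibition, concentration-response curves fitted.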
# Coupling enz: qHTS Assay for Inhibitors of Fructose-1,6-bisphosphate Aldolase from Giardia Lamblia: Coupling assay counterscreen. coupling enzyme system counterscreen, AmpLite Red fluorescence. activity change, negative = inhibition, % at 58.2 µM, hits read low. 0.67% of 290,000 active. AID 2472, 2010; in the data active means activity change below about -30%; further: on the % scale 0 is the no-effect control and ±100 the full control effect
#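 Final compound at 57.5 uM, incubated 10 min at RT with coupling enzyme reagent (glyceraldehyde-3-phosphate), then 20 min with substrate and AmpLite Red detection. Fluorescence read at 525/598 nm; tests interference with the coupling assay, not aldolase inhibition.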
# KCNH2 3.1 block: qHTS for Inhibitors of KCHN2 3.1: Mutant qHTS. Potassium voltage-gated channel subfamily H member 2, brain isoform KCNH2 3.1 (human). U2OS KCNH2 3.1, thallium flux FluxOr; hits give low values. activity change, % (tested at about 1.8 µM). 0.95% of 340,000 active;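 active means maximum activity change below -70%; inconclusive means maximum activity change from -70% to -50%; inactive means maximum activity change above -50%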;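 further: thallium influx rate constant from kinetic fluorescence after stimulation buffer; on the % scale 0 is the no-effect control and ±100 the full control effect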
#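 Normalized rate constant (relative to positive and negative DMSO controls) derived from a 2 min kinetic fluorescence read after stimulation; U2OS cells expressing the 3.1 isoform via virus at 1.77 x 10^8 /mL.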
# Giardia kill: Small Molecules that selectively kill Giardia lamblia: qHTS; activity change, % at 7.66 µM, hits read low; AID 540267, 2011; 0.15% of 340,000 active; Giardia lamblia trophozoite viability; in the data active means activity change below about -80%; inconclusive means between about -30% and that limit;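 further: parasites exposed to compound for two days anaerobically before the ATP read; on the % scale 0 is the no-effect control and ±100 the full control effect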
#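 Trophozoites 100 cells/well + cpd; 48 hrs, 37 deg C, anaerobic. ATPLite 1-Step added, 15-30 min RT, luminescence read (ATP-based viability).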
# Menin-MLL TR inh: qHTS Assay for Inhibitors Targeting the Menin-MLL Interaction in MLL Related Leukemias: Competition With Texas Red Labeled MLL-derived Mutant Peptide; O00255; Menin + Texas Red MLL mutant peptide, fluorescence polarization; Potency, µM (highest dose often 61.6 µM), for the others: top-dose FP activity change, negative = inhibition, hits mostly inhibitors; 0.23% of 270,000 active; AID 1768, 2009; active means well fitted inhibition curve with a large enough effect in the polarisation, with a control signal flat, not every such curve was filed as active; inconclusive means small, poorly fitted or top-dose-only effect, or effect the other way, or a change in a side signal; inactive means no such curve, though single readings can be large or run the other way; the % refers to the polarisation; further: potency means the concentration at half of the fitted maximal effect; % of control where 0% means no effect; many of its hits are not listed in these tables
# TRPV1 ag: HTS Assay for Compounds that Act as Agonists of the Vanilloid Receptor 1; TRPV1-expressing cells, Fluo-8 calcium influx, agonist mode; 0.19% of 320,000 active; activation, % at 8.33 µM; in the data active means activation above about 80%; inconclusive means between about 30% and that limit; further: 0% is about no effect
#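 TRPV1-expressing cells were cultured overnight at 35.5C and loaded with Fluo-8 calcium dye for 40 to 90 min at room temperature. After a 10 s baseline, compound was added and calcium influx was read kinetically for 3 min (ex 480/em 520 nm).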
# B2AR arrestin: qHTS assay of beta-arrestin-biased ligands of beta2-adrenergic receptor; beta-arrestin recruitment to beta2AR, cell-based reporter; Potency, µM (highest dose often 46.1 µM), for inactives: at the top dose activation, hits mostly activators; AID 492947, 2010; Beta-2 adrenergic receptor (Homo sapiens), P07550; 0.02% of 330,000 active;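 further: potency means the concentration at half of the fitted maximal effect; 0% = DMSO controls and full agonism = EC100 isoproterenol or metaproterenol; nearly all actives have a fitted effect of over 65% in size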
# CXXC DNA block: qHTS Fluorescence Polarization Assay for Inhibitors of MLL CXXC domain - DNA interaction; Potency, µM (series often up to 115 µM), for inactives: at the top dose activity change, negative = inhibition, usual class: inhibitors; Histone-lysine N-methyltransferase 2A (Homo sapiens), Q03164; MLL-CXXC / FITC-HOXA9 DNA fluorescence polarization; 0.037% of 290,000 active; AID 2662, 2010; active means well fitted inhibition curve with a large enough effect in the polarisation, with a control signal flat, not every such curve was filed as active; inconclusive means small, poorly fitted or top-dose-only effect, or effect the other way, or a change in a side signal; inactive means no such curve, though single readings can be large or run the other way; the % refers to the polarisation; further: potency means the concentration at half of the fitted maximal effect
#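 Fluorescence polarization: 7 uM MLL-CXXC (stock) preincubated 5 min with compounds, then 50 nM fluorescein-HOX-A9 DNA (stock) added; 30 min ambient. Buffer 50 mM Tris-HCl pH 7.5, 50 mM NaCl, 1 mM DTT, 0.05% BSA.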
# * hit, by the source's call; ? = inconclusive; . = no result given; [ ] = dose if it differs, or a comment. Unless noted, the call rests on the fitted dose curve; in most records, active means well fitted curve in the direction sought with a large enough effect; inconclusive means small, poorly fitted or top-dose-only effect, or another doubt; inactive means no such curve, though single readings can be large; an effect the other way counts as inactive or inconclusive. This is a subset (hit frequency here may not be typical).
SMILES,KCNH2 WT inh,PKM2 activator,GALK inhibitor,USP2a block,Coupling enz,KCNH2 3.1 block,Giardia kill,Menin-MLL TR inh,TRPV1 ag,B2AR arrestin,CXXC DNA block
COc1ccccc1NS(=O)(=O)c1cc(N=N/C(C(=O)Nc2ccc(Cl)cc2)=C(/C)O)ccc1C,19.9,.,.,2.6%,.,-3.0,-18.7,.,.,0.0%,.
COc1ccc(Cc2c(O)nc(SC)n(C(C)=O)c2=O)cc1,11.6,3.4%,-4.1%,1.8%,3.8,13.8,6.8,28.2%,1.5,-0.1%,-0.6%
CCOC(=O)N1CCN(C(=O)c2ccc(SC)cc2OC)CC1,-8.7,-0.5%,0.9%,1.1%,0.1,17.1,-0.1,-0.2%,-0.6,-0.8%,0.8%
CCc1ccc(C(=O)Cc2cc3cccc(OC)c3oc2=O)cc1,9.1,.,11.9%,-0.8%,2.3,2.2,-13.3,?,1.5,-0.1%,?
Cn1nc(C(C)(C)C)cc1C(=O)NNC(=O)c1cccc(Cl)c1,1.6,-0.8%,5.1%,0.2%,0.3,4.5,1.3,.,7.1,0.2%,-18.7%
O=C(NCCN1CCCC(O)C1)c1cc(COc2c(F)cccc2F)on1 (stereo unspecified),-1.3,.,-0.5%,-1.2%,2.3,-5.0,-0.8,9.7%,-1.6,-0.8%,10.2%
O=C(c1ccccc1)c1cccn1CC(=O)N1CCN(C2CCCCC2)CC1,2.2,6.5%,-3.8%,-0.2%,.,-21.3,3.8,-4.4%,0.0,-0.8%,3.5%
CC(C)(C)OC(=O)N1CCN(C(=O)c2nc[nH]c2C(=O)N2CCN(c3ccccc3)CC2)CC1,-2.3,.,.,-0.2%,.,5.1,-1.5,.,3.4,0.4%,.
COC(=O)c1cnn(-c2ccc(F)cc2F)c1/C=N/NC(N)=S,-2.4,-2.0%,4.5%,0.9%,-0.4,-6.0,-1.4,.,-4.0,-0.7%,1.2%
NS(=O)(=O)c1ccc(NC(=O)CCC(=O)N2CCOCC2)cc1,-4.8,-9.6%,-1.8%,-0.2%,-1.7,0.4,-1.4,-21.9%,0.4,0.4%,-4.2%
CC(=O)c1c(C)nc2sc3c(=N)n(N)cnc3c2c1-c1ccc(Cl)cc1,-3.3,-5.8%,.,-0.6%,1.0,4.0,1.6,-28.8%,-10.9,-1.2%,-4.6%
O=C(CCl)Nc1ccccc1C(=O)NCc1ccccc1,-6.5,5.1%,7.4%,0.6%,2.7,-108.6*,1.6,-6.0%,-1.4,0.1%,7.6%
CCOC(=O)c1cc(C)n(CCCN2CCOCC2)c1C,-3.3,-2.9%,-1.3%,2.7%,2.3,1.5,-0.2,.,-0.9,0.1%,-4.1%
CCCC(=O)Nc1nc2ccc(NC(=O)c3ccc(Br)o3)cc2s1,-4.7,2.1%,-1.4%,0.3%,0.3,-5.0,-2.0,15.8%,3.1,-0.1%,15.5%
CCN1C(=O)/C(=C\N(C)C)c2ccccc21,-15.5,4.3%,0.3%,-1.3%,-2.4,1.4,-9.1,-13.0%,-3.5,0.2%,-9.2%
O=c1c2ccccc2nc2c3ccccc3cnn12,-19.4,-7.1%,-0.3%,4.2%,-0.3,-0.3,-0.4,-22.6%,0.0,0.1%,-3.6%
COCC(=O)Nc1cc(C(=O)OC)cc(C(=O)OC)c1,1.0,-5.8%,0.6%,2.0%,2.0,1.0,-2.7,-1.8%,0.0,-0.1%,4.0%
Clc1ccc(CN2CCC(c3nc4ccc(Cl)cc4[nH]3)CC2)cc1,-95.7*,-2.1%,1.6%,-0.9%,1.5,-96.6*,6.1,-19.3%,0.1,-0.5%,-1.2%
O=C(NCc1ccccc1)NC1CC2CCC(C1)N2Cc1ccco1 (stereo unspecified),17.8,-3.7%,-2.7%,0.3%,-0.7,-11.4,-7.7,-7.5%,0.7,-1.0%,1.0%
CCC(C(=O)OCC(=O)Nc1c(C)n(C)n(-c2ccccc2)c1=O)c1ccccc1 (stereo unspecified),-30.9,18.5%,0.4%,0.3%,3.3,1.2,-1.5,18.8%,17.9,-0.5%,-1.0%
CCCn1c(SCC(=O)N2CC(=O)Nc3ccccc32)n[nH]c1=O,-2.6,.,.,1.8%,.,2.3,1.4,.,.,-0.1%,.
O=C(c1cncc(Br)c1)N1CCN(S(=O)(=O)c2ccc3ccccc3c2)CC1,21.5,.,.,2.1%,.,1.0,13.7,.,.,0.2%,.
COC(=O)Cc1ccc(NC(=S)N2CCCCC2C)cc1 (stereo unspecified),5.1,3.6%,-1.4%,10.5%,1.6,15.2,-6.3,0.4%,1.2,-0.3%,0.7%
COc1ccc(C2c3c(ncn(CCN4CCOCC4)c3=N)Oc3ccc4ccccc4c32)cc1 (stereo unspecified),1.3,15.3%,-3.1%,-0.1%,1.1,-5.5,6.3,.,?,-0.5%,?
Cc1ccc(-c2nn(-c3ccccn3)c(=O)c3ccccc23)cc1,-1.5,.,10.2%,0.2%,-0.8,8.2,10.9,-5.4%,2.3,0.0%,5.2%
COc1ccc(-c2ccnc(SCC(=O)c3ccc(Br)cc3)n2)cc1,4.5,-11.8%,1.7%,1.1%,-3.3,8.0,15.1,-20.0%,4.0,-0.3%,-1.7%
COc1ccc(NC(=O)CN2C(=O)NC(C)(c3ccc(C)cc3)C2=O)c([N+](=O)[O-])c1 (stereo unspecified),-0.6,1.7%,15.6%,2.4%,0.6,0.6,-0.2,-10.8%,-1.3,-0.6%,28.0%
CC1Cc2cc(/C(O)=C3/C(=O)C(=O)N(CCCn4ccnc4)C3c3ccncc3)ccc2O1 (stereo unspecified),-1.4,-4.1%,4.9%,-2.3%,1.5,15.0,-1.1,-3.8%,-1.1,-0.3%,-2.2%
COC(=O)c1cc(COc2ccc3c4c(c(=O)oc3c2)CCCC4)c(C)o1,2.0,4.6%,11.7%,-1.1%,3.1,5.8,-0.9,0.5%,-2.9,-3.2%,-2.5%
COc1ccc(C(=O)/C=C/c2ccc(OCc3ccccc3)cc2)cc1CSCC(=O)O,-1.8,-0.8%,-3.5%,0.4%,.,-20.2,19.4,.,-2.9,3.1%,-5.4%
O=C(Nc1nnc(SCc2c(Cl)cccc2Cl)s1)C1CCCO1 (stereo unspecified),-19.2,-19.9%,1.6%,2.0%,10.8,-15.0,-8.9,?,6.9,0.3%,-17.8%
COc1ccc(Nc2nc(-c3cccc([N+](=O)[O-])c3)nc3ccccc23)cc1,8.6,-1.6%,0.9%,4.0%,-2.7,-35.4,-9.7,?,-1.0,0.0%,6.0%
O=C(Cn1nnc2ccccc21)NNC(=S)NC1CCCCC1,1.7,-2.9%,4.4%,-1.6%,-0.2,0.4,16.9,-3.6%,4.6,-1.1%,-1.3%
CC(C)N(Cc1ccccc1)S(=O)(=O)c1ccc(Cl)nc1,4.3,.,.,-5.4%,.,5.4,28.4,.,15.5,0.0%,.
CN(C)c1ccc(-c2ccc([C@H]3[C@@H]4C=CCC[C@@]4(C)C(=O)N3Cc3ccccc3)c(F)c2)cc1,-14.2,-2.8%,-0.3%,9.3%,-4.5,-24.7,?,.,-1.3,-1.5%,7.4%
CCCCN1CC(O)=C(c2nc3ccccc3[nH]2)C1=N,3.0,-6.0%,3.2%,-3.9%,-6.1,11.7,1.8,6.3%,-2.5,0.3%,-28.7%
O=C(CN1CCCCCC1)NCCc1ccc(F)cc1,12.4,1.3%,1.6%,-0.9%,1.3,7.1,-5.5,0.4%[11.7 µM],.,0.4%,-1.6%
COc1ccccc1NC(=O)Cn1nnc(C(=O)Nc2ccccc2)c1N,6.7,23.1%,0.5%,1.6%,6.6,0.8,-4.0,?,-0.5,-0.1%,-4.1%
CCN(CC)C(=O)CSc1nnc2nnc3cc(Cl)ccc3n12,14.2,-2.9%,4.8%,9.5%,-5.6,4.6,-81.1*,.,3.9,-0.3%,?
